Compound activity as filed in PubChem BioAssay.
FEN1 inhibitor: inhibitors of human flap endonuclease 1; P39748; Potency, µM (doses to about 114 µM), without a hit: at the top dose activity change, negative = inhibition, usual class: inhibitors; Recombinant FEN1 flap cleavage, fluorescence, 15 min; hit rate 0.35% among 390,000; also: nearly all actives have a fitted effect of over 65% in size
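In this screen, 50 nM flap DNA substrate was added to 10 nM FEN1 pretreated with compound for 15 min at room temperature; cleavage was followed with reads at 0 and 15 min, and Hill fitting gave concentration–response parameters.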
GCN5L2 inh: inhibitors of human GCN5L2 histone acetyltransferase; Q92830; GCN5L2 HAT assay, ThioGlo1 CoA-SH fluorescence; Potency, µM (series often up to 58.9 µM), inactives show top-dose activity change, negative = inhibition, most hits filed as inhibitors; hit rate 0.21% among 390,000
Target sequence (Q92830 whole entry, looked up): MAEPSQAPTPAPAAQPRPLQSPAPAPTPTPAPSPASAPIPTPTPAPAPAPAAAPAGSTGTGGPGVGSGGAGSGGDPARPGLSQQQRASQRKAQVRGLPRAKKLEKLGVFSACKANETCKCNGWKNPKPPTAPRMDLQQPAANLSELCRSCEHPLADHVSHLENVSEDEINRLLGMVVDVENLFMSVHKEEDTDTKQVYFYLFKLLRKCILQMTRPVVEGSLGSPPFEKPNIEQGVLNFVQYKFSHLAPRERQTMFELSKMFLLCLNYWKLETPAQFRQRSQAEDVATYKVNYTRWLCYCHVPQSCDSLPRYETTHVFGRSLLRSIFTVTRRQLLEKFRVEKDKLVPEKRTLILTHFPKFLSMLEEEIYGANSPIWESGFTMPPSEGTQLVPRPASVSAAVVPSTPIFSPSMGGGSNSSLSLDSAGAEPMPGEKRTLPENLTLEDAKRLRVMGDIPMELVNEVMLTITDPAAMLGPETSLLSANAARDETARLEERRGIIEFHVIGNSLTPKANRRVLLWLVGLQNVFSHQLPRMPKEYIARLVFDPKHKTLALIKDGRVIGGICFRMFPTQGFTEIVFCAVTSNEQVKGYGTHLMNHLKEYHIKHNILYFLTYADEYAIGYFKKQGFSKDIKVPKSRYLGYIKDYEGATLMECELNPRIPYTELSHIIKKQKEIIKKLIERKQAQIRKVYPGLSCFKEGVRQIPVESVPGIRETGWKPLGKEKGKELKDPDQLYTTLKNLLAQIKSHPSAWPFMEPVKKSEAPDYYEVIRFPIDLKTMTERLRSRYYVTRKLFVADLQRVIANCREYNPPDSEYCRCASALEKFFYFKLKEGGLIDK
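ThioGlo1-coupled HAT assay: 20nM GCN5L2, 70uM acetyl-CoA, 75uM H3(1-25) peptide, pH 7.5. Fluorescence read at 340/540nm at start and after 20 min at room temperature.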
N370S GC: N370S glucocerebrosidase modulation, Gaucher chaperone candidate; P04062; N370S GC spleen homogenate, 4MU-glucoside fluorescence; Potency, µM (doses to about 59.4 µM), for the others: top-dose activity change, negative = inhibition, most hits filed as inhibitors; hit rate 0.092% among 330,000; AID 2101;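 also: 0% = full enzyme activity and -100% = no enzyme basal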
Starred values were filed as active, the others as inactive; ? = inconclusive; · = not tested or not shown; & = joins results of further samples; ! = not confirmed by another sample; [ ] = dose if it differs, or a comment. Calls follow the shape of the dose curve; as a rule, active = well fitted curve in the direction sought with a large enough effect; inconclusive = small, poorly fitted or top-dose-only effect, or another doubt; inactive = no such curve, though single readings can be large; an effect the other way counts as inactive or inconclusive. Unless noted, % is scaled to controls: 0 for no effect and ±100 for the full control effect; potency is read from the fitted curve at half-maximal effect. Random draw from the library, and some 0.54% of all compounds hit somewhere here.

SMILES	FEN1 inhibitor	GCN5L2 inh	N370S GC
CCOc1ccc(CCNC(=O)CS(=O)Cc2nc(-c3ccccc3C)oc2C)cc1OCC (stereo not drawn)	-13%	-3%	2%
O=C(NCCc1nc2ccccc2[nH]1)/C(=C/c1ccco1)NC(=O)c1ccc(Br)o1	-2%	0%	?
Cc1ccc(NC(=O)C2CCN(c3cnccn3)CC2)cc1	-4%	-5%	-2%
COc1cccc(C2C(C#N)=C(N)Oc3c2oc(CO)cc3=O)c1OC (stereo not drawn)	-7%	-8%	-20%
COc1cc(O)ccc1C=O	-2%	2%	-2%
Cc1ccc2cc(CN(Cc3ccco3)C(=O)c3cccs3)c(=O)[nH]c2c1	-13%	-5%	21%
COc1ccc(/C=C2\CCC(C3CCCC3)C2=O)cc1 (stereo not drawn)	-2%	0%	-1%
O=C(CS(=O)(=O)Cc1ccccc1)Nc1ccccn1	-9%	-7%	7%
Cc1ccc(S(=O)(=O)Cc2ccc(C(=O)N3CCN(Cc4ccccc4)CC3)o2)cc1	·	?	0%
COc1ccc(N(CC(=O)N2CCN(C)CC2)S(=O)(=O)c2ccccc2)cc1	3%	-3%	1%
CC(C)CC(NC(=O)C1CCCN1C(=O)CNC(=O)OCc1ccccc1)C(=O)O (stereo not drawn)	2%	-5%	-3%
COc1ccc(-c2ccc(SCC(=O)Nc3nccs3)nn2)cc1OC	0%	-14%	7%
COC(=O)[C@@H](CC(C)C)NS(=O)(=O)N(Cc1ccccc1)[C@@H](CC(C)C)C(=O)OC	?	-13%	·
Cc1ccc(NC(=O)CCc2nnc3ccc(N4CCC5(CC4)OCCO5)nn23)nc1	5%	1%	-10%
CCOC(=O)c1cccc(NC(=O)CCc2nc(-c3ccc(C)cc3)no2)c1	8%	-3%	10%
COc1ccc(S(N)(=O)=O)cc1C(=O)OCC(=O)N1CC(=O)Nc2ccccc21	2%	-6%	-5%
CCOc1ccc(CNC(=O)CCC(=O)N2Cc3cccc(OC)c3Oc3ncccc32)cc1	-12%	-14%	2%
O=S(=O)(c1ccc(-c2ccno2)s1)N1CCCCC1	19%	-6%	-8%
Cc1ccc(NC(=O)CN2CCCCCC2)cc1[N+](=O)[O-]	2%	-14%	-2%
CCc1ccc(OCCOCC(O)CN(CCO)CCO)cc1 (stereo not drawn)	-1%	-5%	-9%
Cn1c(SCC(=O)NCc2cccs2)nnc1-c1ccco1	-1%	2%	4%
CC1(C)Cc2c(sc(NC(=O)Nc3ccccc3)c2C(N)=O)CO1	5%	-8%	5%
O=C(CSc1ccc(-c2ccccc2)nn1)c1cccs1	-5%	-6%	24%
CCCn1c(C2CCCN2c2nc(-c3cccc(Br)c3)cs2)nc2ccccc21 (stereo not drawn)	5%	-7%	10%
CC(NC(=O)C1CCC(C)(C(=O)O)C1(C)C)c1ccccc1 (stereo not drawn)	0%	-5%	-14%
c1ccc(-c2nn3nnnc3c3ccccc23)cc1	-6%	?	8%
CC(C)OC(=O)C1=C(N)N2C(=O)CSC2=C(C(=O)OC(C)C)C1	-5%	-7%	12%
COc1cc(OC)c(N(C)C(=O)c2nn(C)c3c2CSc2ccccc2-3)cc1Cl	-1%	-2%	·
CCOC(=O)N1CCC(=NNC(=O)COc2ccc(OC)cc2)CC1	-1%	-4%	11%
O=C(O)c1cccc(N2C(=O)c3cc4cccc(Br)c4cc3C2=O)c1	0%	5%	-1%
CC(C)CCn1c(=O)c2ccccc2n2c(COC(=O)c3ccc(S(=O)(=O)N(C)C)cc3)nnc12	·	-3%	9%[2.35 µM]
O=C(NC1CCCCC1)C(c1ccc(F)cc1)N(Cc1cccs1)C(=O)CN1C(=O)c2ccccc2S1(=O)=O (stereo not drawn)	1%	1%	4%
C=CCN1C(=O)C(Cc2ccccc2)S/C1=N/N=C/c1cccs1 (stereo not drawn)	17%	-9%[0.501 µM]	5%
c1ccc(-c2nnsc2Sc2ccccn2)cc1	-9%	-12%	29%
CCOC(=O)c1ccc(N2C(=O)CC(Sc3nc(O)c(CC)c(=O)[nH]3)C2=O)cc1 (stereo not drawn)	1%	-1%	-9%
OCCCc1nc2ccccc2n1Cc1ccccc1	-8%	-10%	-9%
O=C(Nc1ccc(Cl)cc1)N1CCCC1	2%	0%	3%
N#Cc1c(N)n(-c2ccccc2N)c2nc3ccccc3nc12	?	0%	1%
CC(C)c1ccc(OC(=O)c2cc(-c3ccccc3)on2)cc1	1%	-10%	·
Cc1ccc(COc2ccc(CNCCCN3CCCCCC3=O)cc2)cc1	10%	-4%	-8%
O=c1[nH]c(CSc2ncnc3sc(-c4ccccc4)cc23)nc2ccccc12	1%	-12%	4%
COc1ccccc1NC(=O)/C(=C/c1cccc([N+](=O)[O-])c1)c1ccccc1	-1%	-6%	14%
CCc1nnc2c(NCCc3ccccc3)nc3ccccc3n12	-5%	-8%	1%
CCC(C(=O)O)n1nnc(-c2ccc(-c3ccc(OC)cc3)cc2)n1 (stereo not drawn)	-11%	-6%	5%
CN(Cc1ccccc1)S(=O)(=O)c1ccc(NC(=S)NC(=O)C2CCCC2)cc1	-3%	-7%	4%
CC(NCC(O)COc1ccccc1)C1COc2ccccc2O1 (stereo not drawn)	-10%	24%	?
COc1ccc(CCN2Cc3c(N)cccc3C2=O)cc1OC	4%	-7%	-7%
CCOc1cc(C)ccc1OCc1nnc(SCC(=O)c2cccc([N+](=O)[O-])c2)n1C	-4%	-14%	6%
O=C(NCCCn1ccnc1)C(=O)NCC(c1cccnc1)N1CCN(c2ccccc2)CC1 (stereo not drawn)	15%	0%	-18%
Nc1nnc(C(c2ccccc2)c2ccccc2)s1	-3%	6%	6%
NC(=O)c1ccc(-n2nc(C(F)(F)F)c3c2CCCC3)cc1	-12%	28%	5%
Cc1ccc(Oc2ccc(N)cc2)cc1	-2%	-12%	1%
NC(=O)c1ccsc1NC(=O)Cc1ccc([N+](=O)[O-])cc1	0%	-9%	2%
Cc1cc2cc(CN(Cc3cccs3)C(=S)NCc3ccco3)c(=O)[nH]c2cc1C	3%	-8%	?
CCc1nc(N(CC)CC)c2oc3ccccc3c2n1	-14%	-5%	?
CCOc1ccc(N(CC)C(=O)CCNC(=O)Cn2ccc3ccccc3c2=O)cc1	8%	-6%	-9%
CN(C)S(=O)(=O)c1ccc(N2CCCC2)c(C(=O)Nc2nc3ccccc3s2)c1	-6%	-8%	20%
COc1ccccc1NS(=O)(=O)c1ccc(C)c(NC(=O)NC2CCCCC2)c1	-4%	-7%	21%
CCOc1cc(N2CCOCC2)c(OCC)cc1NC(=O)COC(=O)c1ccccc1OC(F)F	-2%	-2%	1%
C/C(=N\N=C(N)N)c1ccc(C)c(C)c1	-9%	-4%	-7%

One compound at a time, as listed above. Order of screens: FEN1 inhibitor, GCN5L2 inh, N370S GC
CN(Cc1ccccc1)S(=O)(=O)c1ccc(NC(=S)NC(=O)C2CCCC2)cc1 across the screens: -3%, -7%, 4%
CCC(C(=O)O)n1nnc(-c2ccc(-c3ccc(OC)cc3)cc2)n1 (stereo not drawn) across the screens: -11%, -6%, 5%
C/C(=N\N=C(N)N)c1ccc(C)c(C)c1 across the screens: -9%, -4%, -7%

Reprinted at random: 7 compounds from above
SMILES	FEN1 inhibitor	GCN5L2 inh	N370S GC
COc1ccccc1NC(=O)/C(=C/c1cccc([N+](=O)[O-])c1)c1ccccc1	-1%	-6%	14%
CCc1nnc2c(NCCc3ccccc3)nc3ccccc3n12	-5%	-8%	1%
CCOc1cc(N2CCOCC2)c(OCC)cc1NC(=O)COC(=O)c1ccccc1OC(F)F	-2%	-2%	1%
O=C(NCCCn1ccnc1)C(=O)NCC(c1cccnc1)N1CCN(c2ccccc2)CC1 (stereo not drawn)	15%	0%	-18%
COc1ccc(CCN2Cc3c(N)cccc3C2=O)cc1OC	4%	-7%	-7%
CC(NCC(O)COc1ccccc1)C1COc2ccccc2O1 (stereo not drawn)	-10%	24%	?
C/C(=N\N=C(N)N)c1ccc(C)c(C)c1	-9%	-4%	-7%

Additional compounds follow:
SMILES	FEN1 inhibitor	GCN5L2 inh	N370S GC
Clc1ccc(Oc2cnc3ccccc3n2)cc1	-21%	-4%	12%
Cn1nc(C(C)(C)C)c([N+](=O)[O-])c1C(N)=O	-13%	-5%	5%
Cc1ccc(/C=N/NC(=O)C[n+]2ccccc2)s1	-2%	2%	-18%
COc1ccccc1C(=O)Nc1nc2ccc(S(=O)(=O)N3CCCC3)cc2s1	0%	-11%	·
CC[C@H](C)[C@@H](CN[C@H](CCCCNC)CNC)NCC1CCCC1	-8%	-7%	1%
O=C(CCN1C(=O)c2ccccc2C1=O)N1CCC(c2ccccc2)C1 (stereo not drawn)	0%	-3%	-1%
O=S(=O)(c1ccc(Oc2ccccc2)cc1)N1CCOCC1	-9%	-4%	2%
COc1ccc(C(=O)OCCN=C2NS(=O)(=O)c3ccccc32)cc1OC	7%	-4%	4%
Fc1c(CSC(=S)N2CCOCC2)cccc1CSC(=S)N1CCOCC1	16%	-2%	-11%
Cc1cc([N+](=O)[O-])nn1Cc1ccc(C(=O)N/N=C/c2ccc(N(C)C)cc2)cc1	-12%	-14%	-4%
COc1ccc(C2CC(c3ccccc3)=NN2C(=O)COC(=O)c2cnc(Cl)c(Cl)c2)cc1 (stereo not drawn)	4%	2%	5%
CCOC(=O)C(CC)Sc1ccc2nnc(-c3cccnc3)n2n1 (stereo not drawn)	-7%&7%	-1%	18%
O=C(C1=C(O)C(=O)N(c2ncccn2)C1c1cccs1)c1ccco1 (stereo not drawn)	?	-7%	-1%
CCO[C@@H]1OC(C(=O)Nc2ccccc2)=C[C@H](c2coc3ccccc3c2=O)[C@H]1CCCO	9%	-1%	3%
Cc1cccc(C)c1OCC(=O)NCC1(N2CCOCC2)CCCCC1	-14%	-6%	·
NS(=O)(=O)c1ccc(NC(=S)N2CCN(S(=O)(=O)c3ccc(F)cc3)CC2)cc1	·	0%	1%
O=C(CC(Nc1ccccc1Cl)C(=O)OCC(=O)c1cccs1)c1ccccc1 (stereo not drawn)	-12%	?	9%
Clc1cccc(CN2CCc3c([nH]c4ccccc34)C2)c1	-4%	-16%	?
COc1cccc(NC(=O)CSc2nc3c(c(=O)n2C)SC(C)C3)c1 (stereo not drawn)	-4%	-3%	?
CCN(Cc1ccccc1)C(=O)Cn1c(=O)oc2cc(S(=O)(=O)N3CCCCCC3)ccc21	-3%	-4%	·
CC1CCCCN1C(=O)CSc1nnc(Cc2ccccc2)n1C (stereo not drawn)	-1%	-1%	1%
CCn1cc(C(=O)N2CCCC2)c(=O)c2cc(S(=O)(=O)N(C)C)ccc21	17%	1%	-3%
O=c1c(-c2ccc(O)cc2)coc2cc(O)cc(O)c12	24%[57.1 µM]	-11%&1%	16µM*!
CC[n+]1c(/C=C2/C=C(C)CC(C)(C)C2)sc2ccc(OC)cc21	9%	98%[activator]	-1%
CC(OC(=O)CC1CCCCC1)C(=O)Nc1ccc(F)cc1 (stereo not drawn)	-9%	-3%	-11%
COC(=O)CCc1c(C)c(C(=O)c2ccco2)c2ccccn12	-8%	1%	7%
Cc1cc(SC#N)cc(C)c1NC(=O)CCl	8%	-4%	8%
COc1ccc(S(=O)(=O)N2CCC(N3CCN(Cc4ccccc4)CC3)CC2)cc1	11%	-2%	-22%
Cn1c(SCC(=O)N2CCCc3ccccc32)ncc(C(=O)Nc2ccccc2)c1=O	4%	-3%	·
CCN(CC)S(=O)(=O)c1ccc(NC(=O)CN(c2ccc(OC)cc2OC)S(C)(=O)=O)cc1	-2%	-9%	-1%
Cc1ccc2[nH]c(=O)c(COC(=O)C3CCCO3)cc2c1 (stereo not drawn)	-12%	-3%	-1%
O=C(CCN1CCOCC1)NC12CC3CC(CC(C3)C1)C2	-8%	-7%	-10%
O=S(=O)(Cc1ccccc1)N=Nc1c(O)[nH]c2ccc(Br)cc12	-15%	-19%	6%
Cc1ccc(N(CC(=O)Nc2ccc(F)cc2)S(=O)(=O)N2CCCC2)cc1	-4%	·	?
COC(=O)[C@@H]1C[C@@]2(O)[C@H](O)[C@H](O)[C@H](O)C[C@H]2N1Cc1ccc(-c2ccccc2)cc1	-2%	?	6%&-2%
Cc1ccc(C(=O)OCC(=O)Nc2ncc(C(F)(F)F)cc2Cl)cc1NC(=O)c1ccco1	1%	-1%	6%
CC(C)n1c(N2CCN(C(=O)Nc3ccc(F)cc3F)CC2)nc2ccccc21	-9%	18%	-15%
Cc1ccc(NC(=O)c2cc(-c3ccc(C)c(C)c3O)n[nH]2)cc1C	1%	-10%	-13%
COc1cc(/C=N/N(C)c2ccccc2)cc(Cl)c1O	-28%	-8%	18%
Cc1ccc(-n2c(=O)c3c(C)c(C)sc3n(Cc3cc(=O)n4ccccc4n3)c2=O)cc1C	4%	-7%	-8%
N#CCCn1c(=O)c(-c2cccs2)nc2cnc(Oc3ccccc3)nc21	·	-22%	15%
